# High-throughput results as filed in PubChem BioAssay.
# MITF inh: inhibitors of human MITF. AID 1259374. O75030. inhibition, % at 2.6 µM. 0.91% of 650,000 active. AlphaScreen MITF homodimerization, bead proximity signal; in the data active = inhibition above about 50%;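 also: 0% = vehicle wells with protein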
# Target sequence (O75030 whole entry, looked up): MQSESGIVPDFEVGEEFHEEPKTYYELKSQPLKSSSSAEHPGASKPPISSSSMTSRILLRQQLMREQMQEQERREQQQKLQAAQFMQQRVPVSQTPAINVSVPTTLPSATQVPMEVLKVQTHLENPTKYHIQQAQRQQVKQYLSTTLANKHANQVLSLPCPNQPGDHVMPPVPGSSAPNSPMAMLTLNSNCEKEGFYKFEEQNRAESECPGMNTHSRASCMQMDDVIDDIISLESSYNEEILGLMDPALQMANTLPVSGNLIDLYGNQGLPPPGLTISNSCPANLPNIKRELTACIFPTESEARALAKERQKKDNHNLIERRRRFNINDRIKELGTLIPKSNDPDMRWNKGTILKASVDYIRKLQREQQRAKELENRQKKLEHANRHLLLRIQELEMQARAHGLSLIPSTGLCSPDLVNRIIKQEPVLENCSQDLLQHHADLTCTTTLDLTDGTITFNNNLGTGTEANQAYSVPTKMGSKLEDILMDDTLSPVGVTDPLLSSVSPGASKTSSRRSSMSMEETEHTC
# GPR151 ag: human GPR151 activation. AID 1508602. activation, % at 11.2 µM. PathHunter beta-arrestin GPR151 cells, luminescence. 1% of 650,000 active; in the data active = activation above about 4.9%;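 also: 0% = median of compound wells and 100% = cells with positive control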
# Target sequence (Q8TDV0 whole entry, looked up): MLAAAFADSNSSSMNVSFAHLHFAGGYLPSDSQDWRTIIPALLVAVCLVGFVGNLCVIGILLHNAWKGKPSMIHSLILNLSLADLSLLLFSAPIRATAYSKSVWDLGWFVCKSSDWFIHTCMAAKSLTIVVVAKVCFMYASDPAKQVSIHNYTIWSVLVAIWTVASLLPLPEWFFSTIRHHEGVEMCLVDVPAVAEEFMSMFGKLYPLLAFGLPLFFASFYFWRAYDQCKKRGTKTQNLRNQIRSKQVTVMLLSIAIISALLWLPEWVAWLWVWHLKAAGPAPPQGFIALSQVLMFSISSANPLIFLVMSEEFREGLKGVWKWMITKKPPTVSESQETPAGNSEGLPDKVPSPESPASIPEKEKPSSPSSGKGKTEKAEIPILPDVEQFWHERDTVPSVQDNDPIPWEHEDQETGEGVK
# FBW7 act: activators of human E3 ligase FBW7 | AlphaScreen FBW7–phospho-cyclin E peptide binding, activator screen | normalized activity (activation), % at 26.1 µM | 0.13% of 650,000 active | AID 1259310; in the data active = normalized activity above about 1.9%;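 also: purified mutant Fbw7 with reduced substrate affinity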
# TEAD-YAP inh: TEAD-YAP interaction inhibition | HEK-TIYL cells, TEAD-Gal4/YAP UAS-luciferase luminescence | inhibition, % at 9.12 µM | 1.4% of 640,000 active; in the data active = inhibition above about 32%;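 also: 0% = median of test compound wells and 100% = reference inhibitor wells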
# Active calls of the source: *. Outcome played no part in choosing rows. Share with any hit: about 3.4%.
compound	MITF inh	GPR151 ag	FBW7 act	TEAD-YAP inh
O=C1C2CC=C(Cl)CC2C(=O)N1c1ccc2ccccc2c1 (configuration not stated)	14	0.1	-0.1	-7
COCCCNC(=O)c1cc(C)nc2c1c(C)nn2-c1ccccc1	-1	-0.1	-0.1	-3
Cc1nc2ccccn2c1C(=O)N=Nc1c(O)[nH]c2ccccc12	8	2.5	0.1	-20
O=C(Nc1cccc(C(F)(F)F)c1)N[C@H]1C[C@H]2C(=O)N[C@H](Cc3ccccc3)C(=O)N2C1	6	-0.1	-0.1	17
CCOc1ccc(NC(=O)N2CC(C)CC(C)C2)cc1 (configuration not stated)	5	0.5	-0.1	8
CC(=O)N(CCC#N)c1ccc(C)cc1	1	0.5	-0.3	-1
COc1ccc(CNC(=O)C(NS(=O)(=O)c2cccc3nsnc23)C(C)C)cc1 (configuration not stated)	0	0.3	-0.1	1
COc1ccccc1/C=C/C(=O)n1cnc(N)n1	-11	-0.1	0.2	5
CC(C)CC(=O)N1CCN(Cc2ccco2)CC1	58*	-1.3	0.7	-4
CCC(CC)C(=O)N1c2ccccc2C(C)(c2ccc(Cl)cc2)CC1(C)C (configuration not stated)	-4	-1.1	0.1	-9
CCN(CC)CC(=O)Nc1cc(N(C)C)nc2ccccc12	-4	0.7	0.0	-9
COc1ccccc1NC(=O)c1ccc(C)c([N+](=O)[O-])c1	-6	-1.8	0.8	-35
COc1cc(/C=N/N=C2/NC(=O)C(CC(=O)Nc3cccc(C)c3C)S2)ccc1O (configuration not stated)	16	0.9	0.4	-6
CN(Cc1ccn[nH]1)C(=O)CCc1nnc(Cc2ccc(-c3ccccc3)cc2)o1	-15	0.0	-0.2	3
CCOc1ccc(NC(=O)C2c3ccccc3C(=O)N(c3ccc(OC)cc3)C2c2ccc(OC)cc2)cc1 (configuration not stated)	15	-0.8	-0.1	1
CCOC(=O)C(=O)Nc1sc2c(c1C(=O)OC)CC(C)(C)OC2	-13	4.8	0.5	2
Cc1csc(NC(=O)CSc2nc3cc4c(cc3cc2C#N)OCCO4)n1	-13	-1.2	0.4	18
Cn1c(C[n+]2ccccc2)nc2ccccc21	1	0.7	-0.1	0
Cc1nc2c(c(=O)[nH]1)CN(C(=O)Cc1ccc(-c3ccccc3)cc1)CC2	-7	3.8	-0.1	-3
Cc1ccccc1N1C(=O)c2cccc3c(N4CCOCC4)ccc(c23)C1=O	-21	0.0	1.4	11
COC(=O)COc1cccc(NS(=O)(=O)c2cccc([N+](=O)[O-])c2)c1	-4	-0.2	-0.1	8
COc1cc2c(cc1OC)C(COc1ccccc1OC)N(C(=O)c1ccc3ccccc3c1)CC2 (configuration not stated)	7	1.3	0.0	3
Cc1cc(=O)[nH]c(N/N=C/c2c[nH]c3ccccc23)n1	-6	-0.9	-0.1	-11
Cc1ccc(OCC(=O)Nc2nc(-c3ccccc3)cs2)c(Br)c1	11	2.9	0.3	6
Cn1c(=O)oc2cc(S(=O)(=O)Nc3ccc(C(=O)O)cc3)ccc21	-1	0.3	0.1	2
O=S(=O)(c1ccc(-c2cn3ccccc3n2)cc1)N1CCCCC1	8	-2.6	0.2	-3
Cc1ccc(-n2nc3c(c2NC(=O)c2c(F)cccc2Cl)CS(=O)(=O)C3)c(C)c1	21	-1.6	0.6	-8
Nc1ccccc1SC1=CS(=O)(=O)c2ccccc21	6	-0.3	0.2	-5
CC(C)N(C(=O)CSc1cccc[n+]1[O-])c1ccccc1	-12	0.0	0.0	-10
CCCCC1CN(CC(=O)N2CCCC2c2nccs2)Cc2ccccc2O1 (configuration not stated)	-10	-2.0	-0.2	2
COc1ccc(NC(=O)C2CCCCN2N)cc1OCC(C)C (configuration not stated)	28	0.6	0.6	-5
Cc1ccc(OC(=O)c2ccc(Br)c(S(=O)(=O)N3CCCC3)c2)c(-n2nc3ccccc3n2)c1	-2	-6.1	-0.1	-69
Cc1ccccc1NCc1ccc([N+](=O)[O-])s1	-10	-0.2	-0.2	9
CC1=CC(C)(C)N(C(=O)CCl)c2ccccc21	17	-0.8	1.4	18
COc1ccc(NC(=O)C(CCSC)NC(=O)C2CCC(C)CC2)cc1OC (configuration not stated)	-7	1.4	-0.1	-15
COc1ccc(OCCCC(=O)NCCc2nc3ccccc3[nH]2)cc1	9	-0.5	0.3	9
CCCCOC(=O)C(C)n1cnc2sc3c(c2c1=O)CCC(C)C3 (configuration not stated)	-3	-1.3	-0.3	-6
COc1cc(C(=O)NCCNc2nc3c(C)cccc3cc2C#N)cc(OC)c1OC	1	0.5	0.2	2
CC(C)(C)CN1CCC2(CC1)CC2C(=O)NCCc1c[nH]c2ccccc12 (configuration not stated)	22	-1.2	0.8	4
CCOC(=O)c1c(NC(=O)CSc2nnc(CNC(=O)c3ccco3)n2-c2cccc(C)c2C)sc2c1CCCC2	11	-0.7	0.0	5
COc1ccc2cc(S(=O)(=O)NCCCN3CCOCC3)ccc2c1	-3	-0.2	0.4	4
CC(C)(C)NC(=O)C(=O)NN=C1CCCCC1	-11	-0.8	0.1	-9
Cc1nn(Cc2ccccc2)c(Cl)c1C(=O)OCc1cccc(S(=O)(=O)N(C)C)c1	-11	1.0	0.0	-4
CCCCc1sc(-c2c(C#N)c(N)nc3c2CCCCC3)cc1[N+](=O)[O-]	3	-1.9	-0.1	-5
O=C(O)CNS(=O)(=O)c1ccc(Cl)c(Cl)c1	-5	-0.7	0.0	1
Cc1cc(N2CCCC2)n2c(nc3ccccc32)c1C#N	-2	0.1	0.0	16
CC(=O)c1cccc(NC(=O)CCS(=O)(=O)c2ccc(Br)cc2)c1	1	0.0	0.0	-13
CCN=c1scc(-c2ccc(F)cc2)n1/N=C/c1ccccn1	12	-0.9	-0.3	-86
Cc1ccc(OCC(=O)Nc2ccc3nn(-c4ccc(C)cc4)nc3c2)cc1	1	-0.2	-0.1	-6
COc1ccc(C2CC(=O)C3=C(C2)Nc2ccccc2NC3c2cccc(C)c2)cc1 (configuration not stated)	2	1.2	-0.2	7
CCC(CC)CN1CCc2c(C(=O)OC)c(OCCc3ccsc3)cc(=O)n2CC1	4	0.5	0.1	-5
CC12CC3CC(C)(C1)CC(OCCNC(=O)Cn1ncc4c1-c1ccccc1OC4)(C3)C2	-2	0.9	1.1	-12
CCN(CC)c1ccc(NS(=O)(=O)c2ccc(Cl)cc2)cc1	-1	1.3	0.0	8
CCN(C1CCCCC1)S(=O)(=O)c1cc2c3c(c1)CC(=O)N3CCC2	15	-1.7	0.3	5
O=C1Nc2cc(C(=O)N3CCN(c4ccccn4)CC3)ccc2Nc2ccccc21	7	-0.1	0.0	11
CC(=O)Oc1ccc(-c2nc3ccccc3o2)cc1	-12	-6.5	0.1	9
O=C1N[C@H](C(=O)Nc2ccc(-c3cn[nH]c3)cc2)Cc2ccccc21	-2	-0.1	-0.2	-1
COc1cccc(OC)c1C(=O)N=c1sc2cccc(OC)c2n1C	10	0.9	0.1	1
Cc1cc(NCCN2CCOCC2)n2nc(-c3ccc(F)cc3)cc2n1	-6	-0.9	0.3	-1
CCc1ccccc1NC(=O)c1cc2ccccc2oc1=O	2	-0.4	0.1	-2

# Copied from the list.
# Reading for `CC12CC3CC(C)(C1)CC(OCCNC(=O)Cn1ncc4c1-c1ccccc1OC4)(C3)C2` in GPR151 ag: 0.9
# Reading for `CCC(CC)CN1CCc2c(C(=O)OC)c(OCCc3ccsc3)cc(=O)n2CC1` in TEAD-YAP inh: -5
# Reading for `O=C1Nc2cc(C(=O)N3CCN(c4ccccn4)CC3)ccc2Nc2ccccc21` in FBW7 act: 0.0
# Reading for `CC(=O)Oc1ccc(-c2nc3ccccc3o2)cc1` in FBW7 act: 0.1

# (next part)
compound	MITF inh	GPR151 ag	FBW7 act	TEAD-YAP inh
C/C(=N\NC(=O)c1ccc(N)cc1)C(C)(C)C	11	0.3	-0.1	-31
O=C(CSc1ccccc1)Nc1ccc(N2CCOCC2)cc1	4	1.1	-0.2	-5
COc1ccc(CN2CCCC2)cc1OC	0	0.6	0.1	-8
COc1ccc(CC(=O)N2CCOCC2)cc1OC	6	0.6	0.3	3
Cc1ccc(C(=O)NCCCNc2ccc([N+](=O)[O-])cc2)cc1	-9	-0.6	0.0	8
COc1ccc(NC(=O)CSc2ncnc3c2oc2ccccc23)cc1	-3	2.5	0.2	11
NC(=O)NC(=O)COC(=O)C1CC(=O)N(c2ccc3c(c2)OCCO3)C1 (configuration not stated)	6	-0.4	0.0	2
CCOc1ccc2ccccc2c1C(=O)Oc1cc(C)[nH]c(=O)c1[N+](=O)[O-]	20	-1.5	0.1	0
COc1ccc(/C=C2\Sc3ccc(C(=O)O)cc3N(C)C2=O)cc1	9	-0.2	0.2	14
CCCC(CCC)NC(=O)c1cnc(N2CCN(c3ccccn3)CC2)c2ccccc12	-5	1.0	0.1	23
O=C(Nc1c2c(nn1-c1ccc(F)cc1)CS(=O)C2)c1ccc(Cl)cc1Cl (configuration not stated)	6	-1.8	-0.1	10
CCC(C)C(=O)NCc1nnc2n1CCN(C/C=C/c1ccc(OC)cc1)CC2 (configuration not stated)	-5	-0.7	0.1	7
CC(C)NC(=O)Cn1c(=O)oc2ccccc21	-4	0.9	0.0	5
Cc1cc(Br)ccc1S(=O)(=O)N1CCOCC1	3	-0.1	0.0	-7
CC(=O)Nc1cnc2cnc(-c3ccc(C(C)C)cc3)cn12	15	5.2*	-0.3	9
CCOC(=O)C(=NC(C)CC)NNc1cccc(C(F)(F)F)c1 (configuration not stated)	9	0.7	0.0	-8
COc1ccc(-c2nccc(NCc3nc4ccccc4[nH]3)n2)cc1	-8	-0.8	-0.1	-30
CCOc1ccc(C(=O)Nc2ccc(Cl)cn2)cc1Cl	14	1.1	0.1	-63
CCOc1ccc(NC(=O)C(Br)CC)cc1 (configuration not stated)	11	0.2	0.1	0
Cn1nnnc1SCc1cn2cc(Br)ccc2n1	9	-4.5	1.0	-39
Cc1ccc(C(=O)Cn2c3ccccc3n3ncnc23)cc1	8	2.8	0.0	13
O=C(Nc1ccc(Br)cc1)c1cnc2n(c1=O)CCS2	-15	-1.0	0.0	-7
CC1(C)CC(=O)C2=C(C1)Nc1ccccc1N(C(=S)Nc1ccccc1)C2c1cccc([N+](=O)[O-])c1 (configuration not stated)	-1	0.4	0.3	-18
CCOC(=O)CN(Cc1ccc(Cl)cc1)S(=O)(=O)c1ccc(Cl)cc1	-5	2.9	0.2	-1
NC(=O)c1ccc(-c2nc3ccc(C(=O)NCCO)cc3s2)cc1	-4	-2.0	-0.1	-46
CCOC(=O)c1c(C=O)c2sc(C)cc2n1CC(=O)OC	-7	0.1	0.1	-1
O=C1Nc2ccccc2/C1=C/c1cccnc1	14	-2.5	0.1	17
CCCCC(O)(CCCC)C(=O)NNc1ccccc1	9	-0.4	-0.1	6
Cc1ncc(CO)c(CNc2cccc(C(F)(F)F)c2)c1O	3	-0.2	-0.2	-12
COc1ccc(OCC(=O)NCCCc2ccccc2)cc1	7	0.9	0.2	-3

# Some of the entries so far, with two lines to a compound.
# Values run as follows: MITF inh	GPR151 ag	FBW7 act	TEAD-YAP inh
COc1ccc(-c2nccc(NCc3nc4ccccc4[nH]3)n2)cc1
  -8	-0.8	-0.1	-30
CCOc1ccc(C(=O)Nc2ccc(Cl)cn2)cc1Cl
  14	1.1	0.1	-63

# Later entries
compound	MITF inh	GPR151 ag	FBW7 act	TEAD-YAP inh
COc1ccc(S(=O)(=O)Nc2ccc3c(c2)CCCN3C(C)=O)c(OC)c1	12	1.1	-0.1	7
COc1ccc(Cl)cc1NC(=O)Cn1cc2c(n1)CCCCC2	-21	0.6	0.1	-18
O=C(NNC1=NCCC1)c1ccncc1	-7	-2.2	0.0	5
Nc1nc(CC23CC4CC(CC(C4)C2)C3)cs1	-5	1.1	-0.2	7
CCOC(=O)C1CCN(c2c(NCCN3CCN(c4ccccc4)CC3)c(=O)c2=O)CC1	13	-0.5	-0.1	0
CCC(C)c1ccc(NC(=O)COC(=O)CN2C(=O)c3ccccc3C2=O)cc1 (configuration not stated)	17	-0.6	0.1	-16
CCOC(=O)C1=C(C)NC(C)=C(C(=O)OCC)C1C(=O)OCC(N)=O	9	1.5	0.8	4
Cc1ccc(N2C(=O)CSC2c2ccc(Br)s2)cc1Cl (configuration not stated)	-6	-0.3	0.0	-10
CN(Cc1ccccc1)C(=O)CCC1CCN(C(=O)CCc2ccccn2)CC1	-2	-0.6	-0.1	1
Oc1ccccc1-c1cc(-c2ccccc2)no1	-3	-4.3	-0.1	-21
Cn1cnnc1SCC(=O)Nc1ccc(Cl)cc1	-2	-1.0	0.0	-6
Cc1[nH]n(-c2cccc(Cl)c2)c(=O)c1C=Nc1ccc(S(=O)(=O)Nc2cc(Cl)ccc2O)cc1	11	-1.5	0.1	7
COc1cc(OC)c([N+](=O)[O-])cc1/C=N/NC(=O)CNC(=O)c1cccc(F)c1	16	2.6	0.1	0
COc1ccc([N+](=O)[O-])cc1N1C(=O)C=CC1=O	-2	-3.3	-0.2	7
CSc1ccc(/C=N/N=C(\N)c2nonc2N)cc1	-9	-8.0	-0.2	14
CC(=O)Nc1ccc(C(=O)OCCC(C)C)cc1	-10	0.4	-0.1	-22
CC(=O)Nc1ccc(Nc2nc(Cl)nc3nc[nH]c23)cc1	0	-2.5	0.0	-6
CCc1cccc2c1=NC(=O)C=2c1c(C)[nH]n(-c2ccccc2)c1=O	22	2.3	0.1	0
CCOC(=O)Nc1c(C)cc(C)cc1[N+](=O)[O-]	8	-0.1	0.2	50*
